12-LOX inh – Primary qHTS assay for inhibitors of human arachidonate 12S-lipoxygenase (ALOX12): Round 2; Potency, µM (doses to about 108 µM), for inactives: at the highest dose activity change, negative = inhibition, actives largely listed as inhibitors; purified 12hLO, xylenol orange hydroperoxide absorbance; 1.1% of 580,000 active; Polyunsaturated fatty acid lipoxygenase ALOX12 (Homo sapiens), P18054; note: potency is the fitted concentration of half-maximal effect; % is set by controls: 0 for no effect and ±100 for the full control effect
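Purified human 12hLO at 150 nM in 25 mM Hepes, 0.01% Triton X-100, pH 7.0, preincubated 15 min at room temperature with compound. Reaction started with 40 uM arachidonic acid, 30 min at room temperature. Hydroperoxide measured by Fe-xylenol orange, 573/405 nm absorbance ratio.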
G9a block – qHTS Assay for Inhibitors of Histone Lysine Methyltransferase G9a; Histone-lysine N-methyltransferase EHMT2 (Homo sapiens), Q96KQ7; 8.8% of 350,000 active; G9a H3K9 monomethylation, AlphaScreen, 2 h; Potency, µM (series often up to 102 µM), for the others: at the highest dose activity, negative = inhibition, usual class: inhibitors; AID 504332, 2011; note: potency is the fitted concentration of half-maximal effect; % is set by controls: 0 for no effect and ±100 for the full control effect; nearly all actives have a fitted effect of over 75% in size
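AlphaScreen detection with an anti-monomethyl H3K9 antibody quantified product after a 2 h room-temperature reaction containing 500 nM biotinylated H3K9 peptide, 20 µM SAM and 20 nM enzyme, which had been preincubated 15 min with compound.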
GLS inhibitor – qHTS for Inhibitors of Glutaminase (GLS); 0.21% of 410,000 active; Potency, µM (titrated, usually from 45.5 µM), for the others: at the highest dose activity change, negative = inhibition, hits mostly inhibitors; GLS enzymatic activity, qHTS titration; Glutaminase kidney isoform, mitochondrial (Homo sapiens), O94925; note: potency is the fitted concentration of half-maximal effect; % is set by controls: 0 for no effect and ±100 for the full control effect
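Two-point fluorescence kinetic (t0, 30 min RT) for hKGA; glutamate detected via glutamate oxidase–HRP–Amplex Red. Substrate: 1 mM L-glutamine solution; buffer 45 mM KH2PO4, pH 8.2.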
RGS4 inhibitor – Inhibitors of Regulator of G Protein Signaling (RGS) 4: qHTS; Regulator of G-protein signaling 4 (Homo sapiens), P49798; 0.039% of 390,000 active; Potency, µM (series often up to 114 µM), for inactives: at the top dose activity change, negative = inhibition, hits mostly inhibitors; Transcreener GDP fluorescence polarization, RGS4-accelerated GTP hydrolysis; note: potency is the fitted concentration of half-maximal effect; % is set by controls: 0 for no effect and ±100 for the full control effect; nearly all actives have a fitted effect of over 75% in size; some results filed as inactive show a strong effect at the top dose
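MLSMR compounds (23 nl, pin-transferred) preincubated 10 min at room temperature with a 500nM (2x) first reagent, then RGS4 at 900nM (2x) plus Transcreener GDP mix added; fluorescence polarization (620/688 nm) read before and after 90 min at 30 °C.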
HP1b chromo inh – HTS for Inhibitors of HP1-beta Chromodomain Interactions with Methylated Histone Tails; 0.56% of 390,000 active; Potency, µM (top dose mostly 114 µM), for inactives: top-dose activity change, negative = inhibition, actives largely listed as inhibitors; AlphaScreen HP1-beta / biotin-H3K9me3 peptide binding; AID 540317, 2011; note: potency is the fitted concentration of half-maximal effect; nearly all actives have a fitted effect of over 70% in size; inactives centre near 23
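HP1-beta protein (50 nM final) preincubated 30 min at room temperature with biotinylated H3(1-18)K9me3 peptide (50 nM) in PBS pH 7.4, 0.01% Tween-20, then compound added for 30 min. AlphaScreen streptavidin donor/nickel chelate acceptor beads (10 ug/mL final), 30 min dark, luminescence read.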
PI4K2A block – qHTS for small molecular inhibitors of PI4K2A. Phosphatidylinositol 4-kinase type 2-alpha (Homo sapiens), Q9BTU6. purified PI4K2A, ADP-Glo luminescence, 1 h; active compounds read low. activity change, negative = inhibition, % at 76.9 µM. 0.13% of 420,000 active; in the data active = activity change below about -50%; inconclusive = mostly about -30% to -49%;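 note: -100% = wells without enzyme as full effect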
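ADP-Glo luminescence measured ADP generated by PI4K2A enzyme (4 ug/mL before mixing) with 1.2 mM PI substrate (pre-mix) and 300 microM ATP (pre-mix). Tris pH7.5 buffer with MgCl2, Triton X-100; 1 h reaction at ambient temperature.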
BAZ2B block – qHTS Assay for Inhibitors of BAZ2B; AlphaScreen BAZ2B-H3K14Ac peptide displacement; Potency, µM (titrated, usually from 114 µM), inactives show at the top dose activity change, negative = inhibition, usual class: inhibitors; 4.4% of 360,000 active; note: potency is the fitted concentration of half-maximal effect; % is set by controls: 0 for no effect and ±100 for the full control effect; nearly all actives have a fitted effect of over 60% in size
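Multi-concentration screen (max 110 uM) measuring displacement of acetylated histone H3 peptide from BAZ2B by AlphaScreen, using 50 nM protein, 50 nM peptide and 10 ug/mL streptavidin donor plus Ni-chelate acceptor beads.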
JMJD2A Tudor inh – qHTS Assay for Inhibitors of JMJD2A-Tudor Domain; AlphaScreen JMJD2A-Tudor / H3K4me3 peptide binding; Potency, µM (top dose mostly 114 µM), without a hit: at the highest dose activity change, negative = inhibition, hits mostly inhibitors; Lysine-specific demethylase 4A (Homo sapiens), O75164; 4.4% of 390,000 active; note: potency is the fitted concentration of half-maximal effect; % is set by controls: 0 for no effect and ±100 for the full control effect; nearly all actives have a fitted effect of over 50% in size
Target sequence (O75164 whole entry, looked up, the tested form may be a part): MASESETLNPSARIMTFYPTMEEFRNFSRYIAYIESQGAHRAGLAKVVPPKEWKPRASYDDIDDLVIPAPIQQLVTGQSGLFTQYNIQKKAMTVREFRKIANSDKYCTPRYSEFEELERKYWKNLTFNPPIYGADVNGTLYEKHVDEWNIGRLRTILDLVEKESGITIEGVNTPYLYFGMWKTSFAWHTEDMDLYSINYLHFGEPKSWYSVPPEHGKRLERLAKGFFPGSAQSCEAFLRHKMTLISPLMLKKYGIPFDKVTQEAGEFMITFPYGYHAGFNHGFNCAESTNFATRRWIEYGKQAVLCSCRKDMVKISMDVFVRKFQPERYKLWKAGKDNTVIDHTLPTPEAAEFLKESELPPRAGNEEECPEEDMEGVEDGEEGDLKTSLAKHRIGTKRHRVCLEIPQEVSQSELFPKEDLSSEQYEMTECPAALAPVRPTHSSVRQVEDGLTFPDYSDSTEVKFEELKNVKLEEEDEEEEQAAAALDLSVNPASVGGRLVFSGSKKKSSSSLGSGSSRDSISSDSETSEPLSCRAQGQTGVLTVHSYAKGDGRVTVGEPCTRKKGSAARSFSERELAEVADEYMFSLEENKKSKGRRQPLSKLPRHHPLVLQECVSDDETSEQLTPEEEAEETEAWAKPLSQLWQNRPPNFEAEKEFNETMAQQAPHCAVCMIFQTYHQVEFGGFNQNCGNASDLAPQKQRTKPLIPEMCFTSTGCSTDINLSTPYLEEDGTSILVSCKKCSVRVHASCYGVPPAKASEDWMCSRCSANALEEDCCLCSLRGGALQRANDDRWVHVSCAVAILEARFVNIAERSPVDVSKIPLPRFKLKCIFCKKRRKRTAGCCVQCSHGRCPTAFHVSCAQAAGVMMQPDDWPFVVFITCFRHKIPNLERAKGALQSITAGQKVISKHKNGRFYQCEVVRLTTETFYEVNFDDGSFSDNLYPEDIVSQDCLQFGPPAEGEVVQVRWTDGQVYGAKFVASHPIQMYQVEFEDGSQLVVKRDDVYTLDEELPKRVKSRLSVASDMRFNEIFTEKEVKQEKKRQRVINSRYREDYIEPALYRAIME
ERG-DNA inh – qHTS for Small Molecule Inhibitors of the ERG Ets/DNA interaction; Transcriptional regulator ERG (Homo sapiens), P11308; fluorescence polarization, His-ERG Ets domain / labelled DNA; 0.028% of 370,000 active; Potency, µM (series often up to 76.9 µM), for the others: top-dose FP activity, negative = inhibition, hits mostly inhibitors; active = well fitted inhibition curve with a large enough effect in the polarisation, with a control signal flat; inconclusive = small, poorly fitted or top-dose-only effect, or effect the other way, or a change in a side signal; inactive = no such curve, though single readings can be large or run the other way; the % refers to the polarisation;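 note: polarization taken with two DNA probes labelled with fluorescein and Texas red; potency is the fitted concentration of half-maximal effect; % of control where 0% means no effect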
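His-tagged ERG Ets domain (1 uM in the protein solution; 300mM KCl, 50mM Tris-HCl, 1mM EDTA, 1mM DTT, pH 7.5) received compound, then a probe mix of 5 nM fluorescein-DNA and 100nM Texas-615-DNA. Fluorescence polarization was read for both dyes.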
* = called active by the depositor; ? = inconclusive; nt = no result given; & = joins results of further samples; [ ] = dose if it differs, or a comment. Unless noted, calls come from the whole dose curve; as a rule, active = well fitted curve in the direction sought with a large enough effect; inconclusive = small, poorly fitted or top-dose-only effect, or another doubt; inactive = no such curve, though single readings can be large; an effect the other way counts as inactive or inconclusive. This is a subset; count on the stated rates, not on these rows.

Compound	12-LOX inh	G9a block	GLS inhibitor	RGS4 inhibitor	HP1b chromo inh	PI4K2A block	BAZ2B block	JMJD2A Tudor inh	ERG-DNA inh
CCOC(=O)c1[nH]c2ccccc2c1NC(=O)c1ccco1	1%	-37%[12.7 µM]	28%	5%	10%	-2	-10%	-15%	4%
O=C(CN1CCN(C2CCCCC2)CC1)NCCC1=CCCCC1	?	nt	-11%	-6%	?	-1	50µM*	13µM*	nt
COc1ccc(Cc2nnn(CC(=O)O)n2)cc1	9%	?	12%	-7%	22%	3	2%	?	5%
O=[N+]([O-])c1ccccc1SNc1ccccn1	-15%	-1%[59 µM]	-2%	-36%	16%	0	?	-12%	-10%
CC1=NN(C(=O)c2ccc(Cn3cc([N+](=O)[O-])cn3)cc2)C(O)(C(F)(F)F)C1 (stereo not drawn)	32%[activator]	7%[59 µM]	4%	-26%	17%	-1	4%	-10%	-7%
Oc1ccc(CCC2CCCCN2Cc2nc(C3CC3)no2)cc1 (stereo not drawn)	1%	nt	18%	-2%	-6%	5	-13%	-19%	11%
O=C(C1CCN(S(=O)(=O)c2cnc[nH]2)CC1)N1CCN(c2ccc([N+](=O)[O-])cc2)CC1	-19%	3%	3%	12%	21%	11	-16%	-30%	1%
CCCn1c(C)cc(=O)c2cc(NC(=O)c3cnccn3)ccc21	-4%	-7%[12.7 µM]	9%	-45%	6%	-2	10%	-16%	-1%
CCCN(Cc1ccccc1)C(=S)NC(=O)c1ccccc1[N+](=O)[O-]	26%	?	-2%	-25%	29%	-5	?	-19%	-10%
O=C(Nc1ncnc2sc3c(c12)CCCC3)c1ccncc1	5%	45µM*	-3%	-51%	12%	5	-20%	3%	-4%

As a short view, some entries already given.
Compound	12-LOX inh	G9a block	GLS inhibitor	RGS4 inhibitor	HP1b chromo inh	PI4K2A block	BAZ2B block	JMJD2A Tudor inh	ERG-DNA inh
O=[N+]([O-])c1ccccc1SNc1ccccn1	-15%	-1%[59 µM]	-2%	-36%	16%	0	?	-12%	-10%
CC1=NN(C(=O)c2ccc(Cn3cc([N+](=O)[O-])cn3)cc2)C(O)(C(F)(F)F)C1 (stereo not drawn)	32%[activator]	7%[59 µM]	4%	-26%	17%	-1	4%	-10%	-7%
Oc1ccc(CCC2CCCCN2Cc2nc(C3CC3)no2)cc1 (stereo not drawn)	1%	nt	18%	-2%	-6%	5	-13%	-19%	11%
O=C(C1CCN(S(=O)(=O)c2cnc[nH]2)CC1)N1CCN(c2ccc([N+](=O)[O-])cc2)CC1	-19%	3%	3%	12%	21%	11	-16%	-30%	1%
CCCn1c(C)cc(=O)c2cc(NC(=O)c3cnccn3)ccc21	-4%	-7%[12.7 µM]	9%	-45%	6%	-2	10%	-16%	-1%
CCCN(Cc1ccccc1)C(=S)NC(=O)c1ccccc1[N+](=O)[O-]	26%	?	-2%	-25%	29%	-5	?	-19%	-10%
O=C(Nc1ncnc2sc3c(c12)CCCC3)c1ccncc1	5%	45µM*	-3%	-51%	12%	5	-20%	3%	-4%

(further entries)
Compound	12-LOX inh	G9a block	GLS inhibitor	RGS4 inhibitor	HP1b chromo inh	PI4K2A block	BAZ2B block	JMJD2A Tudor inh	ERG-DNA inh
COc1ccc(NC(=O)NCc2ccccn2)c(OC)c1	-6%	69%[activator]	9%	-1%	26%	3	-2%	-13%	?
O=C(c1ccccc1)N1CCN(C(=O)c2ccccc2)CC1	0%	?	-2%	-6%&11%	32%&42%	-2	-16%	-2%&3%	-6%
CCOc1ccccc1NC(=O)c1nc[nH]c1C(=O)Nc1ccccc1OCC	nt	13µM*	-11%	-10%	-2%	4	56µM*	-20%	-12%
Cc1ccc2c(C(=O)CN3CCOCC3)c(C)[nH]c2c1	0%[57.4 µM]	9%[12.7 µM]	12%	25%	47%[activator]	-4	13%	-3%	-2%
COC(=O)c1c(C)[nH]c(C(=O)CN(C)CC(=O)Nc2cccc(F)c2)c1C	-2%	?	-1%	-12%	60%[activator]	1	-10%	-28%	-3%
CC(C)Oc1ccc(CNC(=O)c2ccc3c(c2)N(C)CCS3)cc1	37%[activator]	56µM*	16%	-27%	-11%	9	?	?	6%
O=C(/C=C/c1ccc2ccccc2c1)c1ccoc1	0%	2%	0%	25%	20%	6	10%	-12%	4%
O=C(NCc1noc2ccccc12)Nc1ccc(F)cc1F	-21%	-2%[59 µM]	-7%	-8%	54%[activator]	-4	9%	-3%	1%
COc1cc(-c2nnc(-c3cccnc3)o2)cc(OC)c1OC	4%[57.4 µM]	-41%[12.7 µM]	-2%	-3%	23%	2	-27%	-23%	-2%
O=C(NCCOc1ccccc1)C1CCCCC1	-1%	0%	-3%	1%	37%	1	-3%	-11%	-13%

Compound	12-LOX inh	G9a block	GLS inhibitor	RGS4 inhibitor	HP1b chromo inh	PI4K2A block	BAZ2B block	JMJD2A Tudor inh	ERG-DNA inh
Cc1ccc(NC(=O)CN(C)C(=O)c2cccc(S(=O)(=O)N3CCCC3)c2)cc1	1%	-8%[59 µM]	-2%	-12%	20%	-2	10%	-15%	6%
CCn1c(C)nnc1SCC(=O)Nc1cccc(Cl)c1	0%	nt	-6%	-9%	25%	-4	11%	-15%	-5%
O=C(CCNC(=O)C1CCN(S(=O)(=O)c2ccc(F)cc2)CC1)NCc1cccc(Cl)c1	11%	44%	-11%	15%	35%	-2	1%	14%	10%
CNC(=S)NN=C(C)c1ccc(OC)cc1O	?	nt	23%	?	-11%	-4	nt	?	nt
COc1ccc(-c2csc3nc(C(C)(C)C)oc(=O)c23)cc1OC	-10%	nt	-10%	2%	47%[activator]	-1	-10%	-8%	-1%
CN(C(=O)c1cccc(C#N)c1)c1nnc(-c2ccncc2)s1	-17%	?	12%	2%	46%[activator]	0	-1%	-5%	-5%
O=C(NCc1ccc(F)cc1)C(=O)NCC1CCCN1S(=O)(=O)c1ccccc1 (stereo not drawn)	?	-11%	3%	20%	3%	2	4%	-18%	-1%
Cc1ccc(NC(=O)COC(=O)/C=C/c2c(C)nn(-c3ccc(F)cc3)c2Cl)cc1F	13%	1%[59 µM]	-8%	-16%	39%	-5	9%	2%[57.1 µM]	?
O=C(NNC(=O)c1cnccn1)c1cccc([N+](=O)[O-])c1	14%	0.56µM*	37%[activator]	-4%	14%	4	2%	-28%	-5%
O=C(c1cccs1)N1CCN(S(=O)(=O)c2cccc(Cl)c2Cl)CC1	-12%	-27%	1%	1%	14%	2	7%	-21%	-5%

Compound	12-LOX inh	G9a block	GLS inhibitor	RGS4 inhibitor	HP1b chromo inh	PI4K2A block	BAZ2B block	JMJD2A Tudor inh	ERG-DNA inh
CCc1nc(SCC(=O)Nc2ccccc2OC)n[nH]1	-1%	6%	-3%	?	19%	5	3%	6%	-7%
CCC(=O)N(NC1=NS(=O)(=O)c2ccccc21)S(=O)(=O)c1ccc(C)cc1	-22%	nt	15%	15%	27%	1	3%	-15%	-5%
OCC[C@@H]1C[C@@H](O)[C@H](O)[C@@]2(CCc3ccccc3O2)O1	-1%	22%	1%	3%	36%	-1	-6%	-11%	-7%
Cc1ccccc1NC(=O)CCCSc1nc2ccccc2s1	2%	55%[activator][59 µM]	6%	-1%	108%[activator]	0	15%	27%	5%
C/C(=N\NC(=O)c1ccoc1C)c1ccc(Cl)s1	12%	9%	-1%	-13%	19%	-26	-10%	-13%	7%
COc1ccc(S(=O)(=O)N(C(C)=O)c2ccc(OC(C)=O)c3ccccc23)cc1[N+](=O)[O-]	-7%	79µM*	7%	3%	41%[activator]	-4	4%	-25%	21%
CS(=O)(=O)N1N=C(c2cccs2)CC1c1ccccc1F (stereo not drawn)	-9%	8%	-1%	27%	39%	-5	-1%	3%	-3%
Cc1cccc(NC(=S)N2CCCC2)c1	0%	nt	-4%	2%	27%	4	-3%	-8%	5%
CC(C)(C)N1NC2(CCCCC2)NC1=S	?	?	?	-36%	3%	-6	?	18µM*	-4%
CN1CCC(NC(=O)c2cc(-c3cccc(Br)c3)nc3ccccc23)CC1	?	nt	-11%	6%	26%	-17	-6%	-14%	-6%

Compound	12-LOX inh	G9a block	GLS inhibitor	RGS4 inhibitor	HP1b chromo inh	PI4K2A block	BAZ2B block	JMJD2A Tudor inh	ERG-DNA inh
C=CC[C@@H](CC(=O)N(CCO)Cc1ccccc1)C(=O)N[C@@H](COC(=O)[C@@H](CC=C)Cc1ccc(F)cc1)Cc1c[nH]c2ccccc12	-36%	nt	-10%	-14%	27%	5	nt	?	-1%
COc1cccc(-c2noc(-c3ccoc3C)n2)c1	-10%	36%	-7%	-13%	68%[activator]	-12	166%[activator]	45%[activator]	-5%
O=C(c1cccc(S(=O)(=O)N2CCCC2)c1)c1nnc(-c2ccncc2)o1	3%	0%	1%	-4%	-2%	2	7%	-20%	nt
C/C(=N\Nc1cc(N2CCOCC2)ncn1)c1cccc([N+](=O)[O-])c1	0%	4%[12.7 µM]	0%	-2%	39%	-4	-14%	-9%	-4%

Bioassay records as filed in PubChem.
